Caspase-7 inhib: qHTS Assay for Allosteric/Competitive Inhibitors of Caspase-7 | P55210 | recombinant caspase-7, Ac-DEVD-AFC fluorescence rate | Potency, µM (top dose mostly 57.5 µM), inactives show at the highest dose activity change, negative = inhibition, most hits filed as inhibitors | hit rate 0.02% among 75,000 | AID 889, 2007; active means well fitted inhibition curve with a large enough effect in the main read-out, with a control signal flat, not every such curve was filed as active; inconclusive means small, poorly fitted or top-dose-only effect, or a change in a side signal; further: potency means the concentration at half of the fitted maximal effect; % of control where 0% means no effect
Target sequence (P55210 24-198 limits assumed): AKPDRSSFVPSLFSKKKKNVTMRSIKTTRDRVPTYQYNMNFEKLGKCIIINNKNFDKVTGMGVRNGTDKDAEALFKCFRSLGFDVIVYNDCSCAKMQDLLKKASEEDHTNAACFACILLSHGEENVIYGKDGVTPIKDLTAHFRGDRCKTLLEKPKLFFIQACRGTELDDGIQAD
Target sequence (P55210 207-303 limits assumed): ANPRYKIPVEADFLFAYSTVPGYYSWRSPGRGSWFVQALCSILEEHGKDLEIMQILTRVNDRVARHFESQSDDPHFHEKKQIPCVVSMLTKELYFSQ
USP2a inh: qHTS Assay for Inhibitors of Ubiquitin-specific Protease USP2a; USP2a enzymatic assay, qHTS inhibition; Potency, µM (doses to about 38.3 µM), inactives show at the highest dose activity change, negative = inhibition, actives largely listed as inhibitors; hit rate 0.1% among 60,000; AID 927, 2007;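 further: potency means the concentration at half of the fitted maximal effect; nearly all actives have a fitted effect of over 60% in size; plate controls were DMSO for no effect and NEM full inhibition control for full effect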
Target sequence (O75604 whole entry, looked up): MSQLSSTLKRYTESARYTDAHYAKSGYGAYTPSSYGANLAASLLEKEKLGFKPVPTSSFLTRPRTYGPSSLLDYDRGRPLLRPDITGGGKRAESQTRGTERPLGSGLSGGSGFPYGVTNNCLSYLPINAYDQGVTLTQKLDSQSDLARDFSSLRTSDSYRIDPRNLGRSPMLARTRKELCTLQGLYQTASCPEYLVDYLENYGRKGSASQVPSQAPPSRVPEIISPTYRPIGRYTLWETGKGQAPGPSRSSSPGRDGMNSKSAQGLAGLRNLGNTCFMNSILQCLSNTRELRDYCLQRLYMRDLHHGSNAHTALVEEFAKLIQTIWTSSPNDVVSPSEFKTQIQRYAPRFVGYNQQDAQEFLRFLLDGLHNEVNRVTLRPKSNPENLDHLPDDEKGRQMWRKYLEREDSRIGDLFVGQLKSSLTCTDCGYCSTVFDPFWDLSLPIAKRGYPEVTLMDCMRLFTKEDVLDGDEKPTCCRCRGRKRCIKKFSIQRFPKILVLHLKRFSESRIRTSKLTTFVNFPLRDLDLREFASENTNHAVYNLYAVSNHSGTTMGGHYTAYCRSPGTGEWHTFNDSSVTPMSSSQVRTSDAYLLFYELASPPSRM
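Coupled readout: USP2-cleaved Ub-PLA2 (20nM final) turns over NBD C6-HPC (20uM final), Ex 460nm/Em 535nm after 2.5 h, time-zero read flagging artifacts. Enzyme (20nM final, pH 8.0 Tris) given 30 min RT with compound first; NEM defines full inhibition.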
Caspase-1 inhib: qHTS Assay for Allosteric/Competitive Inhibitors of Caspase-1. hit rate 0.03% among 75,000. AID 900, 2007. Caspase-1 enzyme, Ac-WEHD-AFC fluorogenic rate. Potency, µM (top dose mostly 57.5 µM), for the others: top-dose activity change, negative = inhibition, actives largely listed as inhibitors;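 further: potency means the concentration at half of the fitted maximal effect; plate controls were vehicle for no effect and no substrate for full effect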
Rhodamine autofl: qHTS Assay for Spectroscopic Profiling in Rhodamine Spectral Region. Rhodamine-region fluorescence, 547/598 nm, Tris buffer; active compounds read high. max dye-equivalent concentration, M. hit rate 0.05% among 59,000; in the data active means max dye-equivalent concentration above about 11 nM; inconclusive means between about 1.1 nM and that limit
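Read-out is relative fluorescence at 547 nm excitation and 598 nm emission, expressed as dye-equivalent concentration using rhodamine standards on every plate. Each compound was profiled across a concentration series after 15 min in 100 mM Tris, pH 8.0.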
ERK AVP block: qHTS Assay for Inhibitors of the ERK Signaling Pathway using a Homogeneous Screening Assay | HEK293-V1b, vasopressin-stimulated pERK AlphaScreen | Potency, µM (doses to about 57.5 µM), inactives show at the top dose activity, negative = inhibition, most hits filed as inhibitors | hit rate 0.99% among 72,000; further: potency means the concentration at half of the fitted maximal effect; on the % scale 0 is the no-effect control and ±100 the full control effect; nearly all actives have a fitted effect of over 55% in size
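V1b-HEK293 cells; cpd 30 min 37C; 25 nM vasopressin 5 min; lyse 10 min; AlphaScreen beads 5 hr RT. Normalized to DMSO basal and 25 nM vasopressin; AC50 by Hill fit.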
FLuc inh: qHTS Assay for Inhibitors of Firefly Luciferase; hit rate 2.2% among 72,000; purified firefly luciferase, luminescence, 8 min; AID 411, 2009; Luciferin 4-monooxygenase (Photinus pyralis), P08659; Potency, µM (top dose mostly 57.1 µM), without a hit: top-dose activity change, negative = inhibition, actives largely listed as inhibitors; further: potency means the concentration at half of the fitted maximal effect; on the % scale 0 is the no-effect control and ±100 the full control effect; nearly all actives have a fitted effect of over 40% in size
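qHTS concentration-response profiling: light output of P. pyralis luciferase with luciferin and 10 uM ATP, imidazole buffer pH 7.2. Read by luminescence after 8-min room-temperature incubation.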
TexasRed autofl: qHTS Assay for Spectroscopic Profiling in Texas Red Spectral Region. max dye-equivalent concentration, M. Compound fluorescence, Texas Red channel, 547/618 nm; active compounds read high. hit rate 0.06% among 59,000; in the data active means max dye-equivalent concentration above about 10 nM; inconclusive means between about 1.1 nM and that limit
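Pin-transferred compounds and Texas Red standards go into 100 mM Tris buffer, pH 8.0. After 15 min at room temperature, plates are imaged with 547/618 nm filters. Each value is a dye-equivalent concentration derived from the per-plate dye curve.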
Fluorescein autfl: qHTS Assay for Spectroscopic Profiling in Fluorescein Spectral Region. Compound autofluorescence, 480/540 nm, fluorescein-equivalent; active compounds read high. max fluorescein-equivalent concentration, M. hit rate 0.91% among 59,000; in the data active means max fluorescein-equivalent concentration above about 10 nM; inconclusive means between about 1.1 nM and that limit
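Values reflect compound autofluorescence, normalized to fluorescein on the same plate and reported at each tested concentration. Conditions: 100 mM Tris pH 8.0, room temperature, 15 min, excitation 480 nm, emission 540 nm.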
HEK293 cAMP cs: qHTS Assay for Agonists of the Thyroid Stimulating Hormone Receptor: Activators of Intracellular cAMP Concentrations in Parental HEK 293. Potency, µM (doses to about 57.1 µM), inactives show top-dose activation, most hits filed as activators. parental HEK293 CNG cAMP sensor, membrane potential fluorescence. hit rate 2.5% among 73,000; further: potency means the concentration at half of the fitted maximal effect; % of control where 0% means no effect; nearly all actives have a fitted effect of over 55% in size
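Counterscreen for endogenous-receptor signalling: CNG-channel HEK 293 cells report cAMP rise by membrane depolarization. After 60 min dye equilibration with 100 uM RO 20-1724, compounds incubated 30 min before bottom-read fluorescence at 590 nm.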
HADH2 inh: qHTS Assay for Inhibitors of HADH2 (Hydroxyacyl-Coenzyme A Dehydrogenase, Type II); hit rate 3.4% among 73,000; recombinant HADH2, NADH fluorescence, beta-hydroxybutyryl-CoA; Potency, µM (doses to about 57.1 µM), for inactives: top-dose activity change, negative = inhibition, usual class: inhibitors; further: potency means the concentration at half of the fitted maximal effect; on the % scale 0 is the no-effect control and ±100 the full control effect; nearly all actives have a fitted effect of over 60% in size; many of its hits are not listed in these tables
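Activity measured as NADH fluorescence gain (360/450 nm), taken as the change between first and last reads of a 4-min kinetic run. Conditions: pH 9.0 Tris buffer, 20 nM E. coli-expressed His-tagged enzyme, 1 mM NAD+, 90 uM beta-hydroxybutyryl-CoA; 15-min compound preincubation.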
Tau fil binding: qHTS Assay for Tau Filament Binding; Microtubule-associated protein tau (Homo sapiens), P10636; recombinant tau filaments, thioflavin S fluorescence, 15 h; filaments grown with octadecylsulfate alongside compound; Potency, µM (series often up to 57.1 µM), inactives show top-dose activity change, negative = inhibition; hit rate 2% among 71,000; AID 596, 2007;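 further: potency means the concentration at half of the fitted maximal effect; on the % scale 0 is the no-effect control and ±100 the full control effect; actives lower thioflavin S fluorescence by blocking filaments or displacing dye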
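Quantitative HTS: thioflavine S signal from ODS-induced tau filaments, excited at 450 nm, emission 510 nm. Conditions: 1 uM tau, 30 uM ODS, 15 h at 37 C, pH 7.4.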
* hit, by the source's call; i = inactive; ? = inconclusive; · = no result given; [ ] = another dose, or the depositor's remark. Unless noted, the call rests on the fitted dose curve; in most records, active means well fitted curve in the direction sought with a large enough effect; inconclusive means small, poorly fitted or top-dose-only effect, or another doubt; inactive means no such curve, though single readings can be large; an effect the other way counts as inactive or inconclusive. An excerpt. The share of hits here may be higher or lower than overall.

SMILES | Caspase-7 inhib | USP2a inh | Caspase-1 inhib | Rhodamine autofl | ERK AVP block | FLuc inh | TexasRed autofl | Fluorescein autfl | HEK293 cAMP cs | HADH2 inh | Tau fil binding
CCn1c(SCC(=O)Nc2ccc(C(C)=O)cc2)nc2ccccc21 | -1% | 3% | -1% | i | -20% | -24% | i | ? | 6% | -5% | -14%
Cc1cccc(-c2c3c(=O)n(C)c(=O)n(C)c3cn2CC2CCCO2)c1 (configuration not stated) | -2% | 10% | -1% | i | -6% | 1% | ? | ? | 0% | -3% | 15%
C[C@@]12CC(=O)[C@@H]3[C@@H](CCC4=CC(=O)CC[C@]43C)[C@@H]1CC=C2CC(=O)O | 1%[11.5 µM] | · | -2%[11.5 µM] | i | -3%[11.5 µM] | -2%[11.4 µM] | i | ? | 6%[11.4 µM] | 7%[11.4 µM] | 3%[11.4 µM]
O=C(OCC1CC(c2ccccn2)=NO1)c1ccc(Br)cc1 (configuration not stated) | -2% | -10% | -3% | i | ? | -11% | i | ? | 22% | 2% | 47%
c1cncc(-c2nc(-n3ccnc3)c3ccccc3n2)c1 | -5% | ? | -1% | i | -13% | -1%[2.29 µM] | i | ? | 6% | -4% | -4%
CCOC(=O)C1(C)NC(c2ccc(N(C)C)cc2)C2C(=O)N(c3ccc(OC)cc3)C(=O)C21 (configuration not stated) | 0% | 1% | 0% | i | -15% | -1% | i | ? | 1% | 8% | -12%
CCOC(=O)Cn1c(-c2ccccn2)nc2ccccc21 | 1% | -2% | 0% | · | 8% | 0% | · | · | 30% | ? | 9%
O=C(Nc1ccccc1)NC1(C(=O)N2CCN(C(=O)c3ccco3)CC2)CCCCC1 | 5% | 4% | 0% | i | 2% | 3% | ? | ? | 28% | 10% | 0%
COc1ccc(-c2csc(NC(=O)c3cc(C)on3)c2C#N)cc1OC | -11% | 4% | -9% | i | ? | 1% | ? | i | -3% | -22% | 139%
Cc1ccc(S(=O)(=O)C2(C(=O)Nc3nccs3)CC2)cc1 | 0% | · | 1% | · | -24% | -1% | · | · | 6% | -3% | 8%
CCn1ncc(NC(=O)Nc2cccc(C(F)(F)F)c2)c1C(N)=O | 0% | 0% | 0% | i | 11% | 1% | i | ? | 1% | 1% | -3%
O=C1c2ccccc2C(=O)C1c1ccc2ccccc2n1 | 0% | · | -2% | i | ? | 0.79µM* | i | ? | 21% | 10% | 0.63µM*
O=C(CCCCCn1c(=O)[nH]c2ccsc2c1=O)N1CCCCC1 | -3% | -4% | 0% | i | -8% | 0% | i | i | -4% | 2% | 3%
COc1ccc(OC)cc1 | 1% | · | 0% | · | -15% | · | · | · | -13% | 6% | 5%
CN(C)CCCn1cnc2cc(Cl)c(Cl)cc21 | 0%[11.5 µM] | · | -2%[11.5 µM] | i | -1%[11.5 µM] | 3%[11.4 µM] | i | i | 2%[11.4 µM] | 7%[11.4 µM] | -1%[11.4 µM]
Cc1cnc(CNc2ncncc2-c2cccnc2)cn1 | -3% | -21% | 3% | i | -3% | 1%[2.29 µM] | i | i | 7% | ? | -7%
CCC(c1nnnn1Cc1ccc(F)cc1)N1CCN(C2CCCCC2)CC1 (configuration not stated) | -3% | 53%[activator] | -3% | i | 10% | 2% | i | i | 0.63µM* | 5% | -9%
c1cn2cc(CSC3CCCCC3)nc2s1 | -3% | 14% | -1% | i | -4% | -13% | i | ? | ? | -23% | 14%
Cc1ccc(-c2nc(C#N)c(NCc3ccco3)o2)cc1 | 1% | · | 0% | i | -22% | -12% | ? | i | 13% | 32µM* | -2%
COc1ccc(-c2nc(Cn3c(SCc4cccc(F)c4)nc4ccncc43)c(C)o2)cc1OC | -4% | · | -1% | · | -10% | -24% | · | · | -16% | -13% | i
CN(C=O)CP(=O)(O)CCN1CCCC1=O | -2% | 7% | -1% | i | -15% | 1% | i | ? | 24% | 1% | 0%
C/C(CCN1CCCCc2nc(C)c(C)cc21)=N\OC[C@@H](O)COCc1ccco1 | -1%[11.5 µM] | · | -3%[11.5 µM] | · | 22%[11.5 µM] | -3%[11.4 µM] | · | · | 11%[11.4 µM] | 0%[11.4 µM] | ·
COc1ccc(CCNC(=O)COC(=O)c2ccco2)cc1OC | 0% | -1% | -4% | i | -3% | -4% | i | i | -5% | -6% | -6%
O=C(COc1c(F)c(F)cc(F)c1F)NC(=O)NC1CCCC1 | -1% | -1% | 0% | i | 36%[activator] | 1% | ? | i | -5% | -7% | -6%
COc1ccccc1N=c1scc(-c2ccc3c(c2)NC(=O)CO3)n1CC1CCCO1 (configuration not stated) | 5% | 14% | -1% | i | ? | -1% | i | ? | 6% | 3% | -14%

Look-ups from the list:
Under HEK293 cAMP cs, `C[C@@]12CC(=O)[C@@H]3[C@@H](CCC4=CC(=O)CC[C@]43C)[C@@H]1CC=C2CC(=O)O` reads 6%[11.4 µM]
Under ERK AVP block, `Cc1cccc(-c2c3c(=O)n(C)c(=O)n(C)c3cn2CC2CCCO2)c1` (configuration not stated) reads -6%

(cont.)
SMILES | Caspase-7 inhib | USP2a inh | Caspase-1 inhib | Rhodamine autofl | ERK AVP block | FLuc inh | TexasRed autofl | Fluorescein autfl | HEK293 cAMP cs | HADH2 inh | Tau fil binding
Cc1cc2ccccc2c(=O)n1CC(=O)N(C)c1ccc(F)cc1 | -3% | 4% | -1% | i | 7% | 1% | i | i | 7% | -7% | 11%
Cn1c(=O)n2n(c1=O)[C@H]1[C@H](O)[C@H]3O[C@@H]3/C(=N/OCc3ccccc3)[C@@H]1CC2 | -7%[11.5 µM] | · | 2%[11.5 µM] | · | 12%[11.5 µM] | 1%[11.4 µM] | · | · | 0%[11.4 µM] | 12%[11.4 µM] | ·
CCCCOc1cc(C)nc(NCc2ccccc2)n1 | -4% | -2% | 0% | i | -19% | 1% | i | i | ? | -13% | -14%
COc1cccc(-n2c(SCC(=O)NC(C)(C)C)nnc2-c2ccoc2C)c1 | 0% | 3% | 3% | i | -4% | 1% | i | ? | 1% | -1% | 2%
O=C(COc1ccc(=O)n(-c2ccccc2)n1)Nc1ccccc1 | 1% | · | 3% | · | 6% | 4% | · | · | 7% | -4% | -5%
O=C(CCN1C(=O)c2ccccc2S1(=O)=O)NCc1ccco1 | 0% | -5% | 1% | i | ? | 4% | ? | i | -1% | -15% | -2%
Cc1ccc(N(C(=O)CNC(=O)c2ccco2)C(C(=O)NCC2CCCO2)c2ccccc2)cc1 (configuration not stated) | 0% | 7% | 0% | i | 8% | 0% | ? | i | -2% | 31% | -2%
O=C(Nc1cccnc1)C1OCCc2ccccc21 (configuration not stated) | -11% | 1% | -1% | i | -27% | 0% | i | i | 7% | -4% | -2%
CCCCSc1nc2c(cnn2-c2ccc(Cl)cc2)c(=O)[nH]1 | 0% | 4% | -3% | i | 12% | 2% | i | i | ? | -3% | 0%
O=c1cc(CSc2ccc(Cl)cc2)nc2nc[nH]n12 | -3% | -2% | 0% | i | 10% | 1% | i | ? | 10µM* | -10% | 1%
COc1ccccc1N1CCN(C(=O)c2cn(-c3ccccc3)nc2-c2cccnc2)CC1 | -1% | 14% | -4% | i | -16% | ? | i | ? | 11% | 13% | 4%
Cc1nn(-c2ccccc2)c(C)c1C(=O)OC/C(O)=C(\C#N)c1nc2ccccc2[nH]1 | -3% | 24% | -4% | i | -15% | 0% | i | i | -3% | -9% | -20%
COc1ccccc1CNC(=O)C1CC(=O)N(C2CCCC2)C1 (configuration not stated) | -1% | -3% | -2% | i | 12% | 0% | ? | i | 21% | -1% | -12%
Cc1ccc(CN2C(=O)CCC2C(=O)NCCN(CC(C)C)CC(C)C)cc1 (configuration not stated) | -2% | 17% | -1% | i | -2% | 0% | i | i | 18% | -8% | -5%
CCOc1ccc2nc(N3CCC(C(=O)N4CCN(C5CCCCC5)CC4)CC3)sc2c1 | -2% | · | -2% | · | 8% | 16µM* | · | · | 10% | 5% | 10%
Cc1cc(C)c(S(=O)(=O)Nc2ccc(O)cc2)c(C)c1 | 0% | -1% | -2% | · | 0% | -1% | · | · | ? | 2% | -4%
CCOc1ccc(N(CC(=O)NCC(C)C)S(C)(=O)=O)cc1 | 0% | · | -3% | · | -6% | 2% | · | · | 4% | 7% | 3%
O=C(CN(Cc1ccc(F)cc1)C(=O)c1ccco1)NCc1ccc(F)cc1 | 0% | 3% | 0% | i | 13% | 2% | i | ? | ? | 2% | -14%
CCC(C)(C(=O)NC1CCCCC1)N(Cc1ccco1)C(=O)CNC(=O)c1ccccc1 (configuration not stated) | -2% | 12% | -2% | i | 16% | -3% | i | i | ? | 3% | -5%
